Source: PubChem
Bcl-B Bim block = inhibitors of Bim-Bcl-B binding, primary screen, biochemical, multiplexed, human Bcl-2 family; Bcl-2-like protein 10 (Homo sapiens), Q9HD36; bead-based flow cytometry, Bim peptide-Bcl-B binding; inhibition, % at 10 µM; 190,000 compounds, 0.073% hits; AID 951, 2007;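 further: 0% = tracer peptide without compound and 100% = reference inhibitor peptide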
Target sequence (Q9HD36 whole entry, looked up): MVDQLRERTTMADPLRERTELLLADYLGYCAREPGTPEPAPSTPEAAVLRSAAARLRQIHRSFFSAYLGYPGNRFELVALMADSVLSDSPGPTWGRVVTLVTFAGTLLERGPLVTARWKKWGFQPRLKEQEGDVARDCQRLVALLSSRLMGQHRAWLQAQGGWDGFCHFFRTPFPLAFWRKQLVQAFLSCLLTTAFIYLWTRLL
RGS4-Gao reg = modulators of RGS4 binding to Galphao, primary screen, biochemical, multiplexed bead flow cytometry; actives lie on both sides; 220,000 compounds, 0.33% hits; AID 1415, 2008; Guanine nucleotide-binding protein G(o) subunit alpha (Homo sapiens), P09471; binding response (% of control), % at 10 µM; in the data active means binding response below about 49% or above about 150%; inactive means in between;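 further: fluorescent Galphao activated with aluminum fluoride binding bead-coupled RGS4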
Target sequence (P09471 whole entry, looked up): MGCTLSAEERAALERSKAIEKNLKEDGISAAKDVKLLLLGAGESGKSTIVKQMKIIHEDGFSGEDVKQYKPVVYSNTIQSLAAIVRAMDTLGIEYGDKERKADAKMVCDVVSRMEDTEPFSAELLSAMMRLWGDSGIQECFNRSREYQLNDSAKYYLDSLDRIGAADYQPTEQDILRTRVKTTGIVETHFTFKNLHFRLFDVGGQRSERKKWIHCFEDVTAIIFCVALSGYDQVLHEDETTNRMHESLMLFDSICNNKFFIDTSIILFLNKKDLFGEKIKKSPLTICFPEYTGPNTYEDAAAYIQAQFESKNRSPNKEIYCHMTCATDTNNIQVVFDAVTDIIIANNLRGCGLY
Bim-Bcl-XL = inhibitors of Bim-Bcl-XL binding, primary screen, biochemical, multiplexed, bead flow cytometry, human Bcl-XL. AID 1007, 2008. 190,000 compounds, 0.04% hits. Bcl-2-like protein 1 (Homo sapiens), Q07817. Bim peptide-Bcl-XL binding, fluorescence. inhibition, % at 10 µM
Target sequence (Q07817 whole entry, looked up): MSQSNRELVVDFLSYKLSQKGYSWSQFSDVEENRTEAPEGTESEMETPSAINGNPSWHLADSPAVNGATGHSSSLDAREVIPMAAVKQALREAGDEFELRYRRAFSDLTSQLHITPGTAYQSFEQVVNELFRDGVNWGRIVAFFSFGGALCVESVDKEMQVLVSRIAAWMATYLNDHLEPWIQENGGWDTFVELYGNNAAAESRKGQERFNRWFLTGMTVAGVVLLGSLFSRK
ABCG2 inh = ABCG2 efflux pump inhibitors, primary screen, multiplex with ABCB1, IgMXP3 cells, flow cytometry; JC-1 efflux; inhibition, % at 6.6 µM; 190,000 compounds, 0.1% hits;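 active means inhibition above 80%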;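 further: 0% = DMSO and 100% = nicardipine control wells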
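System: two drug-resistant human cell lines, ABCG2 and ABCB1; controls: nicardipine high and DMSO low controls; times: 10 min exposure at 25 °C with rotation, no wash; detection: flow cytometry of retained JC-1 fluorescence; read-out basis: percent efflux inhibition, scaled nicardipine 100% to DMSO 0%; doses: one concentration, 6.6 µM final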
GSH bead fluor = compound fluorescence on glutathione beads, profiling panel, artefact control, biophysical, 488/530 nm, flow cytometry; GSH beads flow cytometry, compound fluorescence 488/530 nm; active compounds read high; fluorescence (KMESF) at 10 µM; 190,000 compounds, 0.25% hits; AID 1776, 2009; in the data active means fluorescence above about 89;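 further: glutathione beads carrying GST-tagged Bcl family fusion proteins plus one bare bead set; values are compound well signal with DMSO vehicle wells as background; inactives centre near 16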
ABCB1 block = ABCB1 efflux pump inhibitors, primary screen, cell-based, multiplex, flow cytometry, ABCG2 counter-screen | ATP-dependent translocase ABCB1 (Homo sapiens), P08183 | AID 1326, 2008 | inhibition, % at 6.6 µM | 190,000 compounds, 0.067% hits | CCRF-Adr cells, JC-1 efflux; in the data active means inhibition above about 40%;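 further: 0% = vehicle and 100% = reference inhibitor; higher value means more JC-1 retained so stronger ABCB1 efflux block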
Bim-Bfl-1 = inhibitors of Bim binding to Bfl-1, primary screen, biochemical, multiplexed, bead-based flow cytometry; Bcl-2-related protein A1 (Homo sapiens), Q16548; Bim-Bfl-1 binding inhibition; inhibition, % at 10 µM; 190,000 compounds, 0.12% hits;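 further: 0% = wells without compound plus tracer and 100% = blocker peptide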
RGS7-Gao reg = RGS7-Galphao binding modulators, primary screen, biochemical, multiplexed bead flow cytometry; Guanine nucleotide-binding protein G(o) subunit alpha (Homo sapiens), P09471; actives lie on both sides; binding response (% of control), % at 10 µM; 220,000 compounds, 0.35% hits; AID 1439, 2008; in the data active means binding response below about 49% or above about 150%; inconclusive means no clear call, values can overlap the other calls; inactive means in between;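 further: fluorescent Galphao held in activated GDP-AlF4 state binding bead-coupled RGS7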
Bim-Bcl-W = inhibitors of Bim binding to Bcl-W, primary screen, biochemical, multiplexed, bead-based flow cytometry; Bim peptide-Bcl-W binding; inhibition, % at 10 µM; 190,000 compounds, 0.02% hits; AID 952, 2007;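 further: 0% = bound tracer without compound and 100% = peptide blocker; higher means less fluorescent Bim peptide bound to Bcl-W beads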
Target sequence (Q92843 whole entry, looked up): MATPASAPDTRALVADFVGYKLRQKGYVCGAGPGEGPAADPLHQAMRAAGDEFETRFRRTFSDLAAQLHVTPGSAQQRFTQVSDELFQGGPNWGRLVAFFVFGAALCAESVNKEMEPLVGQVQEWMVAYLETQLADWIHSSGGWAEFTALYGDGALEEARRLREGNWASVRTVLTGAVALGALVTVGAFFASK
Bim-Bcl-2 = inhibitors of Bim-Bcl-2 binding, primary screen, biochemical, multiplexed, human Bcl-2 family | Bead-based flow cytometry, Bim peptide-Bcl-2 binding | inhibition, % at 10 µM | 190,000 compounds, 0.06% hits; in the data active means inhibition above about 40%; inconclusive means no clear call, values can overlap the other calls;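 further: 0% = no compound wells with probe peptide and 100% = reference peptide inhibitor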
Avidin bead fluor = green autofluorescence of compounds with avidin beads – biophysical, 488/530 nm, flow cytometry, artefact control, profiling panel | compound fluorescence 488/530 nm; active compounds read high | fluorescence (KMESF) at 10 µM | 220,000 compounds, 0.38% hits | AID 1775, 2009; in the data active means fluorescence above about 47; further: inactives centre near 10
An asterisk follows results filed as active; ? = inconclusive; . = not tested or not shown. Unless noted, no stated cut-off is given here; in the data, active means inhibition above about 40%. An unsorted share of the library; overall some 1.3% were active at least once.

SMILES	Bcl-B Bim block	RGS4-Gao reg	Bim-Bcl-XL	ABCG2 inh	GSH bead fluor	ABCB1 block	Bim-Bfl-1	RGS7-Gao reg	Bim-Bcl-W	Bim-Bcl-2	Avidin bead fluor
C=CCc1ccc(OCCOCCN(C)C)c(OC)c1	-3	97	1	0	36	0.5	-9	98	4	-4	11
CC(C)c1nnc(NC(=O)CCC(=O)NCC2CCCO2)s1 (stereo unspecified)	-11	100	-2	5	30	-0.8	-15	97	-2	-8	13
O=c1c(-c2ccc(Cl)cc2)cnc2n1CCS2	1	100	-1	8	17	-0.1	4	93	0	1	8
Fc1cccc(/C=N/Nc2ccc3ccccc3n2)c1	-2	98	-1	-1	10	-0.7	-2	?	0	1	9
CC(C)c1ccc(/C=C/C2=NNC(=O)CC2)cc1	-1	101	-1	1	13	0.4	-1	103	-3	-4	6
COc1ccc(Br)cc1CN(C)CC(=O)Nc1cc([N+](=O)[O-])ccc1OC	-3	100	-8	59	11	3.9	-4	97	-3	-9	5
CCOC(=O)N1CCN(c2cc(=O)n(-c3ccc(OCC)cc3)c(=O)[nH]2)CC1	-6	99	-5	-2	26	-0.4	-11	99	0	-6	12
CCOc1ccc(-n2c(=S)sc3c(=O)[nH]c(SCC(=O)N4CCC(C)CC4)nc32)cc1	-8	87	-2	-1	61	-0.3	-14	87	0	-8	7
CCn1c(C(C)NC(=O)c2cccs2)n[nH]c1=S (stereo unspecified)	-18	100	-8	7	17	1.9	-13	100	-6	-5	17
O=C1C=C(Nc2ccc(O)cc2)CC(c2ccco2)C1 (stereo unspecified)	.	87	-2	0	.	14	1	92	0	2	2
C/C(=N\n1c(C)cc(C)c(C#N)c1=O)c1cccs1	0	96	-1	0	9	0.0	-1	97	-1	0	9
Cn1cc(CN(Cc2ccccc2)C[C@@H]2CCC(=O)N2)c(-c2ccccc2F)n1	-3	102	-3	4	13	0.6	-8	99	-1	-1	11
c1ccc2c(N3CCCCC3)nnc(N3CCCCC3)c2c1	-8	105	-7	8	12	0.3	-16	99	1	-7	13
COc1ccc(OC)c(NC(=O)COC(=O)c2ccc(-n3cnnn3)cc2)c1	0	103	-4	1	18	0.1	-1	102	-4	-5	35
COc1ccc(Cn2cnc3c([N+](=O)[O-])c(C)c(C)cc32)cc1	0	99	-2	2	26	0.6	0	99	-1	-2	14
Cc1ccc(NC(=O)CN(C)S(=O)(=O)c2cccc3cccnc23)cc1	0	100	2	-1	20	-2.2	3	64	1	0	4
O=S(=O)(c1ccc(NC(=S)Nc2ccc3c(c2)OCO3)cc1)N1CCOCC1	-6	99	1	-3	9	-0.4	3	101	1	1	3
COc1cc(Cl)cc(C2NC(=S)NC(c3ccccc3)=C2C(C)=O)c1OCC(=O)O (stereo unspecified)	-3	94	-3	-1	12	-0.5	0	100	-2	-3	6
COc1ccc(-c2csc(Cc3nnc(N4CCOCC4)n3-c3ccccc3)n2)cc1OC	-11	102	7	0	33	0.5	-7	104	0	-9	8
Cc1nc(N(C)C)c2sc(=S)n(-c3ccccc3)c2n1	-4	99	-7	1	18	0.1	-4	?	-6	-5	10
CCOc1nc(-c2ccc(OC)cc2)ccc1-c1noc(C)n1	1	92	0	-3	27	-5.7	-3	92	0	0	12
CN(C)c1ccc(S(=O)(=O)c2ccc(Cl)cc2)cc1	0	103	1	2	22	0.4	-2	99	-1	-2	8
CN(/C(=N\S(=O)(=O)c1ccccc1)C(F)(F)F)c1ccccc1	0	103	-2	2	11	0.5	1	102	-2	1	15
Cn1c(C(N)=O)cnc1Sc1ncc(C(F)(F)F)cc1Cl	-11	100	-9	-2	38	0.1	-16	101	0	-4	13
C#CCNC(=O)C1=C[C@@H](c2ccc3c(c2)OCO3)[C@H](CCCO)[C@@H](OCC)O1	6	109	-2	1	16	0.3	6	107	0	2	6

Other records
SMILES	Bcl-B Bim block	RGS4-Gao reg	Bim-Bcl-XL	ABCG2 inh	GSH bead fluor	ABCB1 block	Bim-Bfl-1	RGS7-Gao reg	Bim-Bcl-W	Bim-Bcl-2	Avidin bead fluor
COc1cccc(-c2csc(N3CCN(C(=S)Nc4ccccc4Cl)CC3)n2)c1	-6	102	-1	1	23	0.1	2	104	-1	-5	11
CN1CCc2c(n(CC(O)CN(CCO)CCO)c3ccccc23)C1=O (stereo unspecified)	0	104	-3	0	17	0.1	-2	104	-1	0	12
CC(C)c1cccc(C(C)C)c1NC(=O)COc1nncc2ccccc12	-1	93	1	6	8	1.0	0	92	0	3	3
O=C(Nc1ccc2c(c1)OCCO2)c1cc2sccc2n1Cc1ccccc1	-3	102	-3	0	11	-0.1	-1	101	-3	-5	12
CCC1=[N+]([O-])C(C)(/C(C)=N\O)N(O)C1(C)C (stereo unspecified)	-9	95	-14	1	24	0.3	-11	92	-3	-9	11
Nc1ccc2c3c(cccc13)CC2	-1	103	-2	2	23	0.9	1	103	0	0	18
O=C(NCc1ccccc1)C(c1cccs1)N(Cc1cccs1)C(=O)c1cnccn1 (stereo unspecified)	-2	97	0	0	11	0.3	-8	96	2	-2	19
Cc1ccc(-c2noc(CNCCCN(C)C)n2)cc1	-3	101	-1	4	17	1.4	-14	99	2	-1	4
COC(=O)c1ccc2c(=O)n(Cc3ccco3)c(SCC(=O)Nc3cc(C)on3)nc2c1	-4	100	-3	4	13	0.9	1	96	1	1	10
Cc1ccc(CNC(=O)CCC2CCCN(Cc3c(C)nn(C(C)C)c3C)C2)o1 (stereo unspecified)	-4	104	-7	-1	16	-0.6	-8	104	-1	0	10
Cc1ccc(C(C)(C)C)cc1S(=O)(=O)NC(=O)c1ccccc1	-6	100	0	-1	22	0.4	-6	107	0	-1	10
Nc1ccc(C(=O)OCc2nc3cc4ccccc4cc3[nH]2)cc1	3	100	2	7	21	0.5	4	105	-1	0	11
c1ccc(OCCN2C3=NCCN3c3ccccc32)cc1	-6	107	2	-3	36	-2.3	-11	101	0	-9	6
N#Cc1c(-c2ccccc2)nc(N2CCCCCC2)[nH]c1=O	-3	86	-1	2	52	0.1	-2	88	5	-3	3
O=C(CN1CCC(Cc2ccccc2)CC1)NC(=O)NCc1ccccc1	1	114	-2	1	10	0.7	1	115	0	4	4
CCC(Sc1nc2ccccc2[nH]1)C(=O)Nc1ccc(NC(C)=O)cc1 (stereo unspecified)	-2	104	-2	3	11	1.5	-5	?	0	-4	11
COc1ccc(CCNc2nc(-c3cccc(NC(C)=O)c3)cs2)cc1OC	-10	105	-10	34	10	0.9	2	102	0	-6	11
N#CC(C(=O)NCCc1ccccc1)c1nc2ccccc2nc1N1CCCCC1 (stereo unspecified)	-1	101	1	3	9	-0.4	-2	100	-1	0	9
O=C(OCc1ccccc1)/C(=C/c1cccc2ccccc12)NC(=O)c1ccccc1	5	101	4	25	17	2.5	2	93	1	0	7
CC(C)COP(=O)(c1ccc(N(C)C)cc1)C(Nc1ccccc1)c1cccnc1 (stereo unspecified)	-16	101	-15	5	19	3.9	-11	105	-7	-3	14
COCC(=O)NCCNc1nc2ccc(C)cc2cc1C	-3	101	0	4	21	0.7	-2	99	-5	-2	20
COc1ccc(/C=C/C(=O)OCC(=O)NC2CCCC(C)C2C)cc1S(=O)(=O)N1CCOCC1 (stereo unspecified)	-1	97	-3	29	14	1.8	-4	102	0	-3	8
CCOc1ccccc1N1CN(CC)CNC1=S	3	97	0	-1	13	-0.2	0	102	0	2	32
O=C1OCCC1Sc1nnc(-c2ccco2)o1 (stereo unspecified)	-7	103	-6	4	23	0.2	-5	100	-2	-8	22
Cc1ccc(NC(=O)c2cc(-n3cnnc3)ccc2Cl)c(C)c1	-8	103	-7	-4	15	-0.4	0	105	-6	-6	14

(continued)
SMILES	Bcl-B Bim block	RGS4-Gao reg	Bim-Bcl-XL	ABCG2 inh	GSH bead fluor	ABCB1 block	Bim-Bfl-1	RGS7-Gao reg	Bim-Bcl-W	Bim-Bcl-2	Avidin bead fluor
CCCS/C(N)=N/N=C/c1ccccc1O	-23	103	1	4	56	0.4	-3	105	-1	-11	13
COc1ccc(NC(=O)C(NC(=O)c2ccc(=O)[nH]c2)c2ccccc2)cc1 (stereo unspecified)	-7	108	-4	-2	9	0.0	-12	106	-3	-6	10
O=[N+]([O-])c1ccc(/C=N/Nc2nc(N3CCCCC3)nc(N3CCCCC3)n2)o1	-12	101	-11	-2	30	-2.1	-10	99	-2	-8	4
NC(=O)c1oc2ccccc2c1NC(=O)c1nc2ccccc2s1	2	101	0	9	18	0.2	3	109	-4	0	23
Cc1nc2sc(C)c(C)c2c(=O)o1	-7	99	-5	-4	23	-0.4	-16	100	-2	-6	28
CCCCC(=O)Nc1ccc(C(=O)N2CCN(C)CC2)cc1	0	99	-2	0	10	0.1	-2	95	-1	-1	37
Cc1cccc(N(CC(=O)N2CCOCC2)S(C)(=O)=O)c1	0	101	1	-1	17	-0.1	1	98	1	0	33
CCNS(=O)(=O)c1ccc(OC)c(C)c1	-8	100	-3	8	25	1.9	-20	98	0	-17	13
COc1ccccc1NC(=O)C1=C(C)Nc2nc3ccccc3n2C1c1cccs1 (stereo unspecified)	-5	96	-10	3	12	14	-4	99	-4	-6	5
CCOC(=O)C1CCN(c2nc3ccccc3nc2C(C#N)C(=O)OCCOC)CC1 (stereo unspecified)	0	102	-4	12	10	2.7	-3	100	-1	-1	12
O=C1C=C(O)CC(c2cccs2)C1 (stereo unspecified)	-1	98	0	-1	22	-0.4	-3	102	-5	-1	13
Cc1[nH]c2ccccc2c1/C=N/Nc1ccccn1	-2	103	0	12	73	0.1	2	106	-1	0	21
COC(=O)[C@@H](NC(=O)CCc1nnc(-c2ccsc2)o1)C(C)C	-5	102	-4	2	13	0.8	-9	100	-4	-3	10

A portion of the results above, as a working copy:
SMILES	Bcl-B Bim block	RGS4-Gao reg	Bim-Bcl-XL	ABCG2 inh	GSH bead fluor	ABCB1 block	Bim-Bfl-1	RGS7-Gao reg	Bim-Bcl-W	Bim-Bcl-2	Avidin bead fluor
Fc1cccc(/C=N/Nc2ccc3ccccc3n2)c1	-2	98	-1	-1	10	-0.7	-2	?	0	1	9
CC(C)c1ccc(/C=C/C2=NNC(=O)CC2)cc1	-1	101	-1	1	13	0.4	-1	103	-3	-4	6
COc1ccc(Br)cc1CN(C)CC(=O)Nc1cc([N+](=O)[O-])ccc1OC	-3	100	-8	59	11	3.9	-4	97	-3	-9	5
CCOC(=O)N1CCN(c2cc(=O)n(-c3ccc(OCC)cc3)c(=O)[nH]2)CC1	-6	99	-5	-2	26	-0.4	-11	99	0	-6	12
